# GalR3 antagonist = blocks the human galanin receptor 3; O60755; HEK293 GalR3-CNG cAMP membrane potential fluorescence; galR3 body fused to GalR1 C-terminus; inhibition, % at 3 µM; hit rate 0.44% among 360,000; AID 651719;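 active = inhibition above the screen-wide average plus 3 SD, cut at about 13% in these data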;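 note: forskolin and galanin both at EC90 stimulate the cells; cAMP rise reported by CNG channel membrane potential dye signal; 0% = forskolin plus galanin with DMSO and 100% = forskolin alone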
# MEKK2mut PB1 HTS = signal of MEK5 binding to mutant human MEKK2 PB1 domain. bead flow cytometry, Alexa488-MEK5 binding to MEKK2 mutant. percent response, % at 10 µM. hit rate 0.35% among 290,000; in the data active = percent response above about 24%, passing the limit was not always enough; note: inactives centre near 1; some results filed as inactive read as strong as hits
# MEKK2wt PB1 HTS = raises or lowers MEK5 binding to wildtype human MEKK2 PB1 domain; hit rate 1.1% among 290,000; AID 1531; binding response (% of control), % at 10 µM; Q9Y2U5; bead flow cytometry, Alexa488-MEK5 binding to MEKK2 WT; actives lie on both sides; in the data active = binding response below about 67% or above about 130%
# OXTR potentiator = potentiates the human oxytocin receptor response | P30559 | CHO-OTR cells, Fluo-8 calcium fluorescence, potentiator mode; 0% = oxytocin EC15, 100% = EC100 | activation, % at 3 µM | hit rate 0.061% among 320,000 | AID 2445;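 active = activation above that plate's cutoff, the mean activation of tested compounds plus 3 SD, cut at about 6.6% in these data, passing the limit was not always enough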;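 note: 100% uses oxytocin at 75 nM as the full agonist control; some results filed as inactive read as strong as hits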
# Target sequence (P30559 whole entry, looked up): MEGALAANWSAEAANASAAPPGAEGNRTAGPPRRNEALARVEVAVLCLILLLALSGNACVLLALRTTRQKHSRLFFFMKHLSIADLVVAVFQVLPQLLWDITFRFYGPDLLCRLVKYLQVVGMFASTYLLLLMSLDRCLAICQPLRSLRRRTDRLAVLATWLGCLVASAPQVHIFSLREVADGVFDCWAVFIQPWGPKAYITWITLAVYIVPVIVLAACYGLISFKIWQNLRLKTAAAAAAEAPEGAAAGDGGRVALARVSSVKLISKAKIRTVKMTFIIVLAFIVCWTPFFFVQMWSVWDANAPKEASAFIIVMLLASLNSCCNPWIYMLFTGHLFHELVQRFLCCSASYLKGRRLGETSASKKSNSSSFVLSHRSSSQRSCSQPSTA
#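 Assay system: CHO cell line stably expressing human OTR | Also added: Oxytocin at about EC15, sub-maximal agonist stimulus | Times: Compound 6 min at room temperature before oxytocin, 100 s read | Measured by: Fluo-8 intracellular calcium fluorescence, ex 470-495, em 515-575 nm | Controls: EC15 oxytocin alone as 0%, 75 nM oxytocin as 100%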
# V1R ag counter = activates human V1a receptor in oxytocin agonist counter-screen. P37288. CHO-V1R cells, Fluo-8 calcium fluorescence, agonist mode; 0% DMSO, 100% 3 nM vasopressin. activation, % at 3 µM. hit rate 0.25% among 320,000;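 active = activation above the mean activation of all tested compounds plus 3 SD, per screening run, cut at about 20% in these data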;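 note: signal is peak over basal fluorescence ratio across a 100 second FLIPR read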
# Target sequence (P37288 whole entry, looked up): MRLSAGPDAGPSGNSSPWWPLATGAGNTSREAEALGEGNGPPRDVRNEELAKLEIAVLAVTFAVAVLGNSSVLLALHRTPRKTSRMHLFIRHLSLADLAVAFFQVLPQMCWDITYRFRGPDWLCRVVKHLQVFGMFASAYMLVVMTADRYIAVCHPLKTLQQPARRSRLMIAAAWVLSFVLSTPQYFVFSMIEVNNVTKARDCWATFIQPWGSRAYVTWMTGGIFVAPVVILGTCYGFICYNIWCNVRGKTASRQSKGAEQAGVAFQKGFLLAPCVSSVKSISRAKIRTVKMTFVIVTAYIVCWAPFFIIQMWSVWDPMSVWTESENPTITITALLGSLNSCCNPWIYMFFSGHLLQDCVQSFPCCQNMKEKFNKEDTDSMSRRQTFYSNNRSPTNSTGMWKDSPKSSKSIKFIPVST
# OXTR agonist = human OXTR agonism; AID 2435; hit rate 0.32% among 320,000; activation, % at 3 µM; P30559; CHO-OTR cells, Fluo-8 calcium fluorescence; normalized: DMSO 0%, oxytocin 100%;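 active = activation above the mean of all tested compounds plus 3 SD, cutoff set per screening run, cut at about 20% in these data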;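 note: peak over basal fluorescence ratio from a 100 s FLIPR kinetic read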
# NALP1 inh = blocks the NALP1 inflammasome reconstituted in yeast; S. cerevisiae NALP1/ASC/caspase-1 growth, X-gal OD620, 72 h; inhibition, % at 10 µM; hit rate 0.61% among 280,000; AID 2071; in the data active = inhibition mostly above about 24%, no sharp cut-off; inactive = mostly below about 32%; note: some compounds called inactive have numbers as strong as hits
# PfM18AAP inh = PfM18AAP enzyme inhibition. recombinant PfM18AAP, H-Glu-NHMec fluorogenic cleavage. inhibition, % at 7.35 µM. hit rate 1.2% among 290,000;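 active = inhibition above the campaign mean inhibition over all tested compounds plus 3 SD, cut at about 28% in these data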;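 note: 0% = plate median of test compound wells and 100% = 2 mM ZnCl2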
# GPR7 antagonist = human neuropeptides B/W receptor 1 antagonism; P48145; inhibition, % at 4.4 µM; hit rate 1.1% among 290,000; GPR7-expressing cells, fluorescence antagonist assay; in the data active = inhibition above about 16%, passing the limit was not always enough;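 note: cells stimulated with the agonist NPW; 0% = agonist with vehicle and 100% = vehicle without agonist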
# * hit, by the source's call; · = not tested or not shown.
SMILES,GalR3 antagonist,MEKK2mut PB1 HTS,MEKK2wt PB1 HTS,OXTR potentiator,V1R ag counter,OXTR agonist,NALP1 inh,PfM18AAP inh,GPR7 antagonist
CCSc1nnc(C)c(=O)n1COC(=O)c1ccc(S(=O)(=O)N2CCCC2)cc1,0,6,103,-2,3.3,0.9,-2,0,-1
COc1cc(OC)cc(C(=O)N2CCN(C(=O)c3ccc(OC)c(OC)c3)CC2)c1,-2,·,·,-21,-0.2,-0.8,-78,3,-25
CN(/N=C/c1ccc(O)cc1O)c1nc(-c2ccccc2)cc(-c2ccccc2)n1,1,0,92,0,-0.6,0.9,21,4,-10
CC(C)CC(=O)NC(=S)Nc1ccc(N2CCCC2)c(Cl)c1,-6,-19,67,-7,1.0,-1.8,12,10,19
CC(=O)C1(O)C(C)CC2C3CCC4CC(O)CCC4(C)C3=CCC21C (configuration not stated),-7,2,100,-6,1.6,1.3,5,-2,-5
COC(=O)CC1C(=O)NCCN1C(=O)c1c(F)cccc1F (configuration not stated),-9,0,99,4,-0.1,0.6,3,1,-4
O=C1c2ccccc2NC2(CCCC2)N1O,-2,15,113,-10,-0.5,1.6,7,-5,-7
O=C(Nc1cccc2c1CCCC2)c1ccc(F)cc1,4,·,·,-13,-0.7,-3.1,·,·,·
O=C(COc1ccc(Cl)cc1)NCc1nnc(SCC(=O)N2CCCc3ccccc32)o1,-1,6,114,-20,3.3,1.9,-10,-8,0
COc1cccc(CN(C)C(=O)CCN=C2NS(=O)(=O)c3ccccc32)c1,-2,·,·,1,2.4,3.0,·,·,·
COc1ccc(C2C(C#N)=C(N)N(c3cccnc3)C3=C2C(=O)CC(C)(C)C3)cc1OC (configuration not stated),-4,-2,97,-2,0.5,-0.2,4,14,-8
COc1ccccc1CNc1ncc(-c2ccccc2)n1C,-12,4,106,·,·,·,36,12,22
CN(Cc1cnccn1)C(=O)CC1C(=O)NCCN1Cc1cccc(Oc2ccccc2)c1 (configuration not stated),-4,-7,93,1,-0.6,0.6,-12,-3,-5
CCCCn1c(CNC(=O)C(C)(C)C)nc2ccccc21,·,5,103,2,-0.8,-2.8,-67,2,10
Cc1cc(=O)oc2cc(OC(C)C)ccc12,-6,1,103,-2,-1.1,-1.8,9,6,1
Cc1ccc(C23OCCN2CCn2nc4ccccc4c23)cc1 (configuration not stated),1,·,·,-2,0.2,1.5,·,·,·
Cc1cccc(NC(=O)CN(C)S(=O)(=O)c2ccc(Cl)cc2)n1,-6,7,104,-10,0.2,-1.4,-12,1,-6
COc1cc(/C=C(\C#N)C(=O)c2ccc(O)c(O)c2)cc(I)c1O,-3,·,·,-7,2.9,3.4,·,·,·
O=C(CN1CCOCC1)Nc1ccc(NC(=O)CN2CCOCC2)c(Cl)c1,-6,3,104,-9,0.9,0.8,6,-2,-6
Cc1nc(SCc2nc3ccc(C(=O)c4ccccc4)cc3[nH]2)c2oc3ccccc3c2n1,14*,·,·,-2,2.3,0.2,·,·,·
COc1ccc(NC(=O)CN(C)C(=O)c2ccccc2SCC(=O)N2CCCC2)cc1,-6,·,·,-4,-0.2,-0.8,·,·,·
COc1cc(OC)cc(C(=O)NNC(=O)c2nn(C)c(=O)c3ccccc23)c1,-3,·,·,5,0.0,-0.9,·,·,·
N#Cc1ccc(Oc2nc(C#N)cc(-c3ccccc3)n2)cc1,-7,-2,96,-5,-1.2,-2.9,15,9,-9
Cc1cc(C(=O)OCC(=O)NC2(C#N)CCCCC2)c(C)o1,5,·,·,-5,0.0,-1.4,·,·,·
CCN1CCCC1CNS(=O)(=O)c1ccc(Cl)c(C(F)(F)F)c1 (configuration not stated),1,-4,101,2,2.1,1.6,9,-1,-5
CC1CC(C)(C)CC2(C1)NC(=O)N(CC(=O)NCCc1c[nH]c3ccccc13)C2=O (configuration not stated),1,5,111,-9,0.1,0.2,22,-1,2
Cc1cc(C)cc(OCC(=O)OC/C(O)=C(\C#N)c2nc3ccccc3[nH]2)c1,-2,-3,91,-7,-0.5,-1.1,-9,11,18
NC(N)=Nc1nc(-c2ccccc2)c2ccccc2n1,-10,5,135,-9,-0.7,-1.3,8,-11,2
Cc1ccc(C)c(-c2cc(C(=O)NC3CC3)c3ccccc3n2)c1,-2,-4,97,·,·,·,5,-9,-5
CC(=O)NS(=O)(=O)c1ccc(NC(=O)c2ccc(Br)o2)cc1,-6,5,113,-13,0.2,-0.6,4,-1,-16

# Three entries from above, arranged by the value under GalR3 antagonist, largest number first.
molecule	GalR3 antagonist	MEKK2mut PB1 HTS	MEKK2wt PB1 HTS	OXTR potentiator	NALP1 inh	PfM18AAP inh	GPR7 antagonist
Cc1ccc(C)c(-c2cc(C(=O)NC3CC3)c3ccccc3n2)c1	-2	-4	97	·	5	-9	-5
COc1ccc(NC(=O)CN(C)C(=O)c2ccccc2SCC(=O)N2CCCC2)cc1	-6	·	·	-4	·	·	·
CC(=O)C1(O)C(C)CC2C3CCC4CC(O)CCC4(C)C3=CCC21C (configuration not stated)	-7	2	100	-6	5	-2	-5

# Remaining list, next part.
SMILES,GalR3 antagonist,MEKK2mut PB1 HTS,MEKK2wt PB1 HTS,OXTR potentiator,V1R ag counter,OXTR agonist,NALP1 inh,PfM18AAP inh,GPR7 antagonist
Cc1ccc2nc(SCC(=O)NCc3cccs3)[nH]c2c1,-3,-2,100,5,-1.0,-1.9,12,4,-24
Cc1ccc(/C=C/S(=O)(=O)NCC(=O)OCC(=O)Nc2ccc(C(=O)N(C)C)cc2)cc1,-2,·,·,-10,-0.5,-1.5,·,·,·
O=C(NCC(c1ccco1)N1CCCC1)c1cccc(NS(=O)(=O)c2ccc(Br)cc2)c1 (configuration not stated),-2,·,·,-4,2.3,0.1,·,·,·
Cc1ccc(NC(=O)c2cc(S(=O)(=O)NCCC3=CCCCC3)ccc2F)cc1F,-6,1,112,-8,2.0,-0.2,15,-5,8
COc1ccc(Br)cc1CNC(=O)C1CCN(C(=O)N(C)C)CC1,3,-3,102,-3,0.5,0.3,18,-11,-8
CC(C)(C)NC(=O)C(c1ccc(F)cc1)N(CC1CCCO1)C(=O)CCC(=O)Nc1ccccn1 (configuration not stated),-7,10,110,0,-0.1,-1.0,-8,1,-5
C/C(N)=C(/C#N)C(=O)CSc1nnc(-c2ccc3c(c2)OCO3)o1,0,-4,92,-6,2.0,1.2,12,-5,-6
Cc1cccc(C(=O)OCC(=O)Nc2ccc(N3CCCCC3)cc2)c1O,-2,6,107,-5,0.0,0.0,19,-8,-12
COc1ccccc1OP(=O)(O)Oc1ccccc1OC,-6,1,94,-1,0.1,-0.2,4,1,7
O=C(CC1Sc2ncnn2C1=O)Nc1ccc(Cl)cc1 (configuration not stated),2,-5,97,-1,0.2,-1.1,27,30*,-2
O=C(NCN1CCN(c2ccccc2F)CC1)c1cccnc1,-6,7,113,-4,1.9,2.0,9,-1,0
Cc1ccc(OC2=NS(=O)(=O)c3ccccc32)cc1,-1,-1,95,-11,0.6,2.9,7,3,-1
COc1ccc(CCN(C(=O)C(F)(F)F)C(C(=O)NC2CCCCC2)c2cccs2)cc1 (configuration not stated),-6,12,111,-8,0.3,-1.3,19,-5,-2
O=C(c1ccc([N+](=O)[O-])cc1)N1CCSC1c1ccc(Cl)cc1 (configuration not stated),-6,-2,96,-7,-0.6,-2.0,19,0,11
Cc1c(Cl)cccc1N(CC(=O)NC1CCCCC1)S(C)(=O)=O,0,2,109,-14,1.2,1.2,12,-7,-7
COc1ccc(C(C)=O)cc1CN1CCCCC1,0,3,96,-3,1.8,-0.5,16,1,-12
O=C(Nc1ccc2c(c1)OCO2)c1cc(-c2cccnc2)nc2ccccc12,-5,1,92,-6,0.4,-0.1,-17,1,-14
CN1/C(=C/C2CC(=O)NC2=O)C(C)(C)c2ccccc21 (configuration not stated),-4,14,105,-4,1.2,0.8,-10,2,-12
COc1ccccc1CNS(=O)(=O)c1c(C)noc1C,-7,11,106,-2,1.2,1.8,10,-7,-11
Cc1ccc(Nc2nc(NCC3CCCO3)nc(N)c2[N+](=O)[O-])cc1 (configuration not stated),1,12,105,-3,1.3,-0.5,36,-6,1
CC(C)c1nc2sc3c(=S)nc[nH]c3c2c2c1CCC2,-4,1,101,-6,-0.4,-1.4,-4,1,-11
c1ccc2c3c([nH]c2c1)C(C1CCCCC1)N(Cc1ncc[nH]1)CC3 (configuration not stated),-6,30,130,-7,3.2,4.4,-12,-3,0
CCC(C(=O)NCc1ccc(OC)cc1)n1nc(C)n2c(cc3occc32)c1=O (configuration not stated),-7,-2,105,-4,-0.3,-1.7,3,-12,-8
CCCNC(=O)COc1ccc(S(=O)(=O)Nc2ccc(C)cc2)cc1,-7,-2,85,-8,5.6,5.1,-8,-14,5
CCCS(=O)(=O)N1CCC(C(=O)NCCCN(CC)c2cccc(C)c2)CC1,-2,-6,102,-4,-0.2,-0.3,36,40*,-11
Cn1c(=O)n(Cc2ccc(Br)cc2)c2ccccc21,-5,-10,94,-2,-1.2,-0.4,-5,-3,-12
O=C1CSC(c2cccc([N+](=O)[O-])c2)N1CCc1ccccc1 (configuration not stated),-4,4,111,·,·,·,13,-14,-1
O=C(O)CN1C(=O)/C(=C\c2cc(Br)ccc2OCc2ccc(Cl)cc2)SC1=S,-11,-1,102,·,·,·,19,7,9
Cc1ccc(NC(=O)c2ccc(C)c(NC3=NC4CS(=O)(=O)CC4S3)c2)cc1C (configuration not stated),·,-8,100,-4,0.1,-1.0,-4,5,-2
CC(C)(C)NC(=O)CC(c1ccccc1)c1ccccc1O (configuration not stated),-1,0,95,-6,-0.6,-1.7,-3,6,1
NC1=NS(=O)(=O)NC1c1cccc(F)c1 (configuration not stated),-6,-11,98,-12,-0.6,-0.9,7,1,-6
O=C(NCCCn1ccnc1)c1ccc(Cl)c(S(=O)(=O)N2CCOCC2)c1,-6,0,97,-7,0.2,-1.3,0,1,-16
O=C(c1ccc(N2CCN(C(=O)c3cccc(F)c3)CC2)cc1)c1cccc(F)c1,-5,6,103,-12,7.6,4.6,25,-9,-2
Cc1ccc2[nH]c(CCN(C)C)c(CN3CCOCC3)c2c1,0,·,·,3,1.0,0.3,·,·,·
CC(C)c1ccc(-c2noc(C3CCCN(C(=O)c4ccc(F)cc4F)C3)n2)cc1 (configuration not stated),-7,9,109,-7,2.1,-0.7,-6,8,-7
Cc1ccccc1OCC(O)CN(Cc1ccccc1O)C1CCCCC1 (configuration not stated),-3,-2,99,-12,0.6,-2.6,12,-1,-4
O=C(c1cc(COc2ccc(F)cc2Cl)on1)N1CCCCCCC1,-8,0,101,-9,-0.2,-0.3,18,2,15
Cc1cc(N/N=C/c2cccc(Cl)c2)nc(NCc2ccccc2)n1,-5,35,149*,-6,-0.8,-3.1,63,8,6
Cc1cccc(NC(=O)c2cc(=O)c3ccccc3o2)c1,-1,0,103,-2,2.7,-1.6,27,-14,-3
O=C1OCCN1C(=O)[C@H]1[C@H](c2ccc([N+](=O)[O-])cc2)C(c2cccc(Cl)c2)=NN1c1ccccc1,-2,-2,94,2,0.6,1.2,20,0,-1
CCOC(=O)Cc1nnc(NC(=O)c2ncn[nH]2)s1,0,3,97,-3,0.2,0.6,-8,46*,-15
